HTR5A ag ctr: HTR5A agonists in luminescence cell assay, primary screen, counter-screen for OPRM1-OPRD1 heterodimer agonist project, full-deck HTS | 5-hydroxytryptamine receptor 5A (Homo sapiens), P47898 | cell-based | activation, % at 9.3 µM | 340,000 compounds, 0.61% hits | AID 504692, 2011; in the data active = activation mostly above about 9.5%, no sharp cut-off; inactive = mostly below about 7.6%;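 note: 0% = cells with vehicle only and 100% = reference agonist; strong numbers were not always called active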
DAGLB inhibitor: DAGLB lipase inhibitors, primary screen, biochemical, fluorescence, HTS; 340,000 compounds, 0.059% hits; HEK293T DAGLB membrane lysate, EnzChek fluorogenic substrate; inhibition, % at 5.17 µM; Diacylglycerol lipase-beta (Homo sapiens), Q8NCG7; in the data active = inhibition above about 34%;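 note: 0% = enzyme with vehicle and 100% = wells lacking enzyme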
Target sequence (Q8NCG7 whole entry, looked up): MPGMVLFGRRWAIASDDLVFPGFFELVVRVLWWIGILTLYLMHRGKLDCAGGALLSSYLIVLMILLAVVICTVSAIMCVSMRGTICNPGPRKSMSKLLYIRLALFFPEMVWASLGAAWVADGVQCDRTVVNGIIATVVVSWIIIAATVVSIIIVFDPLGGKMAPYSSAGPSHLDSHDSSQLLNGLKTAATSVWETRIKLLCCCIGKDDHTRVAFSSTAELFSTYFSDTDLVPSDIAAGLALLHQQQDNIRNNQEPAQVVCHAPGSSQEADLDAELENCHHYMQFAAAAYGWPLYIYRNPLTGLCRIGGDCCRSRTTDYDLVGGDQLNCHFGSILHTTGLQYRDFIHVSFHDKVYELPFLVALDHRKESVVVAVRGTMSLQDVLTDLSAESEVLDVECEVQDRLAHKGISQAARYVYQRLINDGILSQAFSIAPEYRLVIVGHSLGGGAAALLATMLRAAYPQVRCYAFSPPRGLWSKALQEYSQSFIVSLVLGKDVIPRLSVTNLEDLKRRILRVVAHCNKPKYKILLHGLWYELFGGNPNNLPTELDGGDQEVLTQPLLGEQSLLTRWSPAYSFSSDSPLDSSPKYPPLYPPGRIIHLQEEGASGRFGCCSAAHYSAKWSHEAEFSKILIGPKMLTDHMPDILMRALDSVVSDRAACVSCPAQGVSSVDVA
Arr AP2 block: inhibitors of beta-arrestin/AP2 binding, primary screen, biochemical, GPCR trafficking, flow cytometry; beta-arrestin 1 C-terminal peptide binding to AP2 beta2-adaptin appendage (human); FITC-arrestin peptide / GST-AP2 beads; AP2 beta2 appendage carries R879A mutation; inhibition, % at 10 µM; 340,000 compounds, 0.31% hits; AID 504490, 2011;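 active = inhibition above a set limit, near 3 SD of compounds lacking own fluorescence, cut at about 54% in these data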;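 note: plate controls were DMSO wells for no effect and 5 µM unlabelled arrestin peptide for full effect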
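test system = AP2 appendage R879A on GSH beads | buffer or medium = PBS plus Tween 20 (0.05%) and BSA (0.1%) | incubation = 12 min plus 1 h, RT | detection = bead flow cytometry, FITC channel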
MOR-DOR ag: agonists of OPRM1-OPRD1 heterodimerization, primary screen, cell-based, luminescence. cells. activation, % at 9.3 µM. 340,000 compounds, 0.3% hits. AID 504326, 2011; in the data active = activation above about 18%;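 note: 0% = vehicle-treated cells and 100% = reference agonist; values of inactives mirror those of a sister screen read the other way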
DSG3 Ab inh: inhibitors of pemphigus antibody binding to DSG3, primary screen, biochemical, bead-based, flow cytometry, scFv-GFP | binding (percent of control), % at 10 µM | Desmoglein-3 (Homo sapiens), P32926 | 310,000 compounds, 0.48% hits | DSG3-coupled beads, scFv-anti-DSG3-GFP binding; hits give low values;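 active = binding more than 3 SD below its plate's average and above zero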;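 note: hits lower antibody fragment binding to DSG3; some compounds called inactive have numbers as strong as hits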
MOR-DOR inv ag: inverse agonists of MOR-DOR heterodimerization, primary screen, cell-based, luminescence. AID 504357, 2011. Mu-type opioid receptor (Homo sapiens) + Delta-type opioid receptor (Homo sapiens), …. 340,000 compounds, 0.21% hits. cell-based MOR-DOR heterodimer luminescence, inverse agonism. inhibition, % at 9.3 µM; in the data active = inhibition above about 22%, passing the limit was not always enough;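 note: 0% = cells with DMSO and 100% = wells without cells with DMSO; values of inactives mirror those of a sister screen read the other way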
PKA-R2B act: activators of PKA-R2B holoenzyme, primary screen, biochemical, fluorescence polarization, Cy5-IP20, human; cAMP-dependent protein kinase catalytic subunit beta (Homo sapiens) + cAMP-dependent …; 340,000 compounds, 0.079% hits; PKA-R2B holoenzyme dissociation; R2B truncated from residue 108, S112A mutant; 0% DMSO only, 100% 113 µM cGMP; AID 504700, 2011; activation, % at 11.4 µM;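 active = activation above a cutoff set at the mean over all compounds plus 3 SD, cut at about 18% in these data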;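 note: higher means more holoenzyme dissociation and a rise in polarization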
Target sequence (P31323 whole entry, looked up, other chains not shown, the tested form may be a part): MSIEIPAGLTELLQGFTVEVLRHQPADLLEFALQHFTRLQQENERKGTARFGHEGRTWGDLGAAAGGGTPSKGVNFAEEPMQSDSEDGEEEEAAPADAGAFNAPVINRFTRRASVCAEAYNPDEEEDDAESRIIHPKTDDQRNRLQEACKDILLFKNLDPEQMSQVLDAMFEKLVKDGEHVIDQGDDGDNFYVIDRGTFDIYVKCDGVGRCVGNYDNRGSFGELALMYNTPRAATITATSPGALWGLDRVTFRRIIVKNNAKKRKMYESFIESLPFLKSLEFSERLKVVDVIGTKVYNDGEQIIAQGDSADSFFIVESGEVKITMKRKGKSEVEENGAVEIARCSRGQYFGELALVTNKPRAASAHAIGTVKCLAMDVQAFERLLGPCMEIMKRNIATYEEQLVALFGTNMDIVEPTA
V-ATPase pH: regulators of yeast V-ATPase proton pumping, primary screen, pHLuorin cytosolic pH fluorescence; S. cerevisiae; response, % at 10 µM; 350,000 compounds, 0.37% hits; AID 504577, 2011; in the data active = response mostly above about 7.3%, no sharp cut-off; inactive = mostly below about 5.4%; note: actives read high; inactives centre near 0; some compounds called inactive have numbers as strong as hits; reference of the scale not given here
PKA-R1A activ: activators of PKA-R1A holoenzyme, primary screen, biochemical, fluorescence polarization, Cy5-IP20, bovine R1A, mouse PKAc; cAMP-dependent protein kinase type I-alpha regulatory subunit (Bos taurus) + …; PKA-R1A dissociation; scaled: DMSO 0%, 113 µM cGMP 100%; activation, % at 11.4 µM; 340,000 compounds, 0.083% hits; AID 504707, 2011;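 active = percent activation above the mean of all tested compounds plus 3 SD, cut at about 19% in these data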;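 note: higher means more PKAc released from R1A so a rise in polarization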
HTR5A inv ag: HTR5A inverse agonists in luminescence cell assay, primary screen, counter-screen for OPRM1-OPRD1 heterodimer inverse agonist project, full-deck HTS; HTR5A cell line, inverse agonism; 340,000 compounds, 0.083% hits; AID 504634, 2011; 5-hydroxytryptamine receptor 5A (Homo sapiens), P47898; inhibition, % at 9.3 µM; in the data active = inhibition mostly above about 23%, no sharp cut-off; inactive = mostly below about 18%;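 note: 0% = cells with DMSO and 100% = no-cell wells with DMSO; some compounds called inactive have numbers as strong as hits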
An asterisk follows results filed as active; / = no result given.

SMILES	HTR5A ag ctr	DAGLB inhibitor	Arr AP2 block	MOR-DOR ag	DSG3 Ab inh	MOR-DOR inv ag	PKA-R2B act	V-ATPase pH	PKA-R1A activ	HTR5A inv ag
NC(=O)CC(NC(=O)Cc1cccc2ccccc12)c1ccc(N2CCCCCCC2)c([N+](=O)[O-])c1 (configuration not stated)	7	18	7	-3.7	101	17	-4	1	-7	9
Cc1ccc(C(=O)Nc2ncccc2C)cc1S(=O)(=O)N1CCCCC1	-1	1	6	-0.6	104	4	-5	2	8	4
OC(CN1CCN(c2ccc(F)cc2)CC1)c1ccc(Cl)cc1 (configuration not stated)	-2	1	4	5.0	92	-25	-8	2	9	6
CCN(CC)C(=O)Cn1cc(S(=O)(=O)CC(=O)N2CCCCCC2)c2ccccc21	-1	-3	19	-1.6	102	8	-1	-46	-11	2
COc1cccc(C(=O)NNC(=O)c2ccc3ccccc3c2)c1	1	1	-7	-3.2	89	17	-8	5	0	-2
COc1ccc(-n2nc3c(N4CCC(C(=O)N5CCCCCC5)CC4)nnc(C)c3c2C)cc1	-1	-1	19	-5.4	117	29	-20	-7	-18	3
O=C(C1COc2ccccc2O1)N1CCn2c(nc3ccccc32)C1 (configuration not stated)	/	-1	0	/	105	/	-6	-2	10	/
CCOC(=O)C1(CC2CCCCO2)CCN(C(=O)NCc2ccccc2)CC1 (configuration not stated)	0	-3	13	-1.6	96	9	-9	-1	-1	0
CCn1ncc(Cl)c1C(=O)NC(=S)Nc1c(C)cc(C)cc1[N+](=O)[O-]	4	-3	9	-1.3	99	7	2	-1	1	-12
N#Cc1c(N)nc(-c2ccccc2)nc1-c1ccccc1	-2	-9	35	4.9	108	-28	-4	1	4	-14
COc1ccc(NC(=O)Nc2cccc3c2O[C@H](CN(C)C(=O)Nc2c(C)noc2C)[C@@H](C)CN([C@H](C)CO)C3=O)cc1	6	1	5	-0.3	102	2	-5	1	-7	-17
CCCCCCN1C[C@@H](n2cc(COC(=O)c3ccccc3)nn2)[C@H](O)C[C@@H]1c1ccc(Cl)cc1	/	-3	/	/	/	/	5	4	4	/
CCn1c(=O)cc(SCC(=O)Nc2cccc(C)n2)c2ccccc21	-5	2	0	1.1	103	-8	-6	-3	-3	13
CC(C)C(=O)N1CCN(c2ccccc2NC(=O)COc2ccccc2)CC1	-2	-4	10	-2.9	99	14	0	2	-9	5
COc1cc2c(cc1OC)C1=NC(=O)CN1C(SCc1ccccc1C)=N2	2	1	-9	-1.1	105	5	-10	-5	-6	-6
O=C(Cc1ccccc1)Nc1ccccc1C(=O)O	-3	2	-12	-2.6	105	14	-10	-1	4	-21
O=C(NCC(c1ccco1)N1CCCC1)c1cn(-c2ccccc2)nc1-c1ccc(F)cc1 (configuration not stated)	-4	-1	5	3.3	107	-17	-16	4	6	9
COCCN(C(=O)CC1OC(=O)c2ccccc21)c1c(N)n(Cc2ccccc2)c(=O)[nH]c1=O (configuration not stated)	7	-1	-5	-3.2	98	13	-11	-2	0	-17
CN(C)c1nc(=S)nc(NCc2ccccc2)[nH]1	-1	-1	3	-0.7	105	4	-6	-3	-7	4
Clc1ccc(Cc2nnc(-c3cccs3)o2)cc1	-3	-1	3	0.5	113	-3	4	2	-4	8
O=C(Cn1cnc2sc3c(c2c1=O)CCCC3)NCC(=O)Nc1ccccc1F	0	-2	9	-0.1	99	0	-7	6	-14	2
CC(C)(C)c1cc(N/C=C\c2nnnn2-c2ccc(Br)cc2)no1	4	-2	1	6.5	101	-38	3	3	-2	-21
CN1CCN(CC#CC(C)(O)C2CC3C=CC2C3)CC1 (configuration not stated)	-2	2	13	-2.0	111	11	2	0	-8	7
Cc1ccccc1Nc1nc(N)nc(COC(=O)c2cccc(S(=O)(=O)N(C)c3ccccc3)c2)n1	-5	-5	-6	-1.6	91	10	5	-1	1	14
Cc1ccccc1NC(=O)c1ccc2c(O)c(S(=O)(=O)c3ccccc3)c(=O)[nH]c2c1	6	1	-6	-3.4	110	17	2	3	4	-16
O=C(NCc1ccccc1OC(F)(F)F)C1CCC(=O)N(Cc2ccccn2)C1 (configuration not stated)	6	-3	16	-2.9	96	16	-6	5	-2	-3
CCc1nnc(NC(=O)CSc2ncnc3scc(-c4ccc(C)cc4)c23)s1	1	-1	0	1.9	100	-10	-7	1	-13	16
O=C(NCC(c1ccc(F)cc1)N1CCOCC1)c1cccc(Br)c1 (configuration not stated)	1	-1	20	-0.5	120	2	5	0	9	-2
CC(NC(=O)C(Cc1ccccc1)=NO)c1ccccc1 (configuration not stated)	2	-2	-11	-1.5	94	8	1	1	-3	-6
COc1cc(C2C3C(C)N(C)C(=O)N(C)C3N(C)C(=O)N2C)ccc1O (configuration not stated)	-5	0	19	-2.3	103	13	5	1	2	-58

Of the compounds above, these have an NH in an aromatic ring:
SMILES	HTR5A ag ctr	DAGLB inhibitor	Arr AP2 block	MOR-DOR ag	DSG3 Ab inh	MOR-DOR inv ag	PKA-R2B act	V-ATPase pH	PKA-R1A activ	HTR5A inv ag
COCCN(C(=O)CC1OC(=O)c2ccccc21)c1c(N)n(Cc2ccccc2)c(=O)[nH]c1=O (configuration not stated)	7	-1	-5	-3.2	98	13	-11	-2	0	-17
CN(C)c1nc(=S)nc(NCc2ccccc2)[nH]1	-1	-1	3	-0.7	105	4	-6	-3	-7	4
Cc1ccccc1NC(=O)c1ccc2c(O)c(S(=O)(=O)c3ccccc3)c(=O)[nH]c2c1	6	1	-6	-3.4	110	17	2	3	4	-16

Further compounds:
SMILES	HTR5A ag ctr	DAGLB inhibitor	Arr AP2 block	MOR-DOR ag	DSG3 Ab inh	MOR-DOR inv ag	PKA-R2B act	V-ATPase pH	PKA-R1A activ	HTR5A inv ag
COC(=O)c1ccc(-n2nnnc2SCC(=O)NCc2cccc(C(=O)O)c2)cc1	0	2	2	-1.8	104	9	5	2	2	21
COc1ccc(C)cc1NC(=O)NNC(=O)C(C)Oc1ccc(F)cc1Cl (configuration not stated)	-2	-4	18	-2.3	109	8	6	-3	0	-6
Cc1nc2sc(C(c3ccc(Cl)cc3)N3CCN(CCO)CC3)c(O)n2n1 (configuration not stated)	0	3	3	0.0	103	0	-1	6	-1	1
C(/C=C/C=C/Nc1ccccc1)=Nc1ccccc1	1	3	-6	-0.8	108	4	0	-1	-3	-12
Cc1nc2[nH]c(=S)[nH]c2c(=O)[nH]1	1	2	-2	-1.4	83	7	-15	-5	8	-3
O=C(Cn1nnc2ccccc21)NNC(=S)NC1CCCCC1	0	2	-22	-5.4	/	27	-20	3	-5	-5
CN(CCc1ccccc1)C(=O)c1ccc(NC(=O)Cc2ccc(NC(=O)C3CCCN(C(=O)CCc4ccccc4)C3)cc2)cc1 (configuration not stated)	2	-2	-6	0.4	104	-2	-4	1	9	-8
Cc1cc(=O)[nH]c(SCc2nnc(-c3ccccc3)o2)n1	0	-1	11	-2.6	96	15	17	/	3	-7
COc1cc(-c2nc3ccccn3c2/N=C/c2ccccc2)ccc1O	3	2	2	0.9	100	-6	8	1	-7	0
CC(=O)Nc1ccc(N2CCCC(C)C2)c([N+](=O)[O-])c1 (configuration not stated)	-2	16	0	0.2	99	-1	10	2	3	0
CCOc1ccc(NC(=O)Cn2nnc(C(=O)NCc3ccccc3OC)c2N)cc1	3	-5	9	6.3	86	-34	0	-2	-6	-11
COC(=O)N/N=C/c1cn(Cc2ccc(Cl)cc2Cl)c2ccccc12	4	1	3	11	89	-53	-16	-2	-16	3
Cc1ccc(-c2nnc(SCC(=O)N(CC(C)C)c3c(N)n(Cc4ccccc4)c(=O)[nH]c3=O)n2N)cc1	-2	1	41	-3.9	118	22	9	1	10	9
COc1ccc(-c2csc(NC(=O)Cc3cccc4ccccc34)c2C(=O)O)cc1	3	12	5	-0.7	91	3	-9	-2	-5	-7
O=C(O)CSc1cnc2ccccc2n1	-8	-1	5	2.9	103	-16	-7	-1	-1	2
COc1ccc(C(C#N)c2cnccn2)cc1OC (configuration not stated)	7	1	-8	0.2	99	-1	-4	0	-2	15
CCCC1CCC(c2ccc(C(=O)NN)cc2)CC1 (configuration not stated)	1	-11	6	1.4	131	-8	-2	-2	-6	-23
CC(C)N1C(=O)S/C(=C/c2ccc3c(c2)n(C)c(=O)n3C)C1=O	1	1	4	-0.9	/	4	6	1	-3	-4
CC1(C(=O)NC2CCCCCCC2)CCC(=O)N1Cc1cccs1 (configuration not stated)	-5	-2	31	-1.8	98	10	-11	-3	-10	-29
Cc1nc(NC(=O)c2ccccc2)nc2cc3c(cc12)OCO3	-1	1	9	0.8	103	-5	3	-5	-8	5
CC(C)c1ccccc1NC(=S)N(C)C	-2	1	-23	-1.4	97	7	-4	-4	-6	1
Cc1ccc(N(CCC(=O)O)S(=O)(=O)c2ccccc2)cc1	4	0	3	-1.0	82	5	-2	2	-6	-12
CCCCCCC/C=N/Nc1nnc(Cc2ccccc2)c(=O)[nH]1	4	1	18	-1.5	102	8	-4	-1	0	-16
COc1cccc(NC(=S)NC2CC3CCCC(C2)N3CC(C)C)c1 (configuration not stated)	-1	-3	1	-0.4	105	2	-2	0	-5	5
CCOC(=O)C1CCN(c2c([N+](=O)[O-])c(C(Cl)Cl)nn2-c2ccccc2)CC1	0	-7	6	6.3	98	-36	-1	-2	6	10
CCN(CC(=O)NC(C)(C)C)C(=O)c1ccc2c(c1)S(=O)(=O)c1ccccc1C2=O	6	1	32	-1.9	106	11	2	0	-5	19
COC(=O)C1=C(C)N=c2s/c(=C/c3ccoc3)c(=O)n2C1c1ccccc1 (configuration not stated)	3	0	-6	0.5	106	-2	0	-1	-13	-7
COc1ccc(CNC(=O)/C=C/c2ccc(S(=O)(=O)N3CCOCC3)cc2)cc1	5	-2	42	-1.8	102	10	-5	0	-4	-1
COc1ccccc1-c1nc2ccccc2c(=O)n1O	-1	0	-13	-3.5	102	16	8	0	-4	5
NS(=O)(=O)c1ccc(NC(=S)NC(=O)c2cccs2)cc1	1	-1	6	-4.4	85	22	0	4	3	1
Cc1cccc(OCC(=O)NCc2nc(-c3ccccc3)no2)c1	6	-4	32	-1.0	103	7	4	-1	3	16
CN(CC(=O)NCCc1ccc(F)cc1)CC(=O)Nc1ccc(F)c(F)c1F	2	-1	-5	0.6	102	-4	-6	7	-6	-5

Source: PubChem (several laboratories)
